# From PubChem BioAssay
# G9a block: blocks human histone lysine methyltransferase G9a. Potency, µM (titrated, usually from 102 µM), for the others: at the highest dose activity, negative = inhibition, actives largely listed as inhibitors. Q96KQ7. G9a H3K9 monomethylation, AlphaScreen, 2 h. 350,000 tested, 8.8% active; further: on the % scale 0 is the no-effect control and ±100 the full control effect; nearly all actives have a fitted effect of over 75% in size
# Target sequence (Q96KQ7 913-1193 limits assumed): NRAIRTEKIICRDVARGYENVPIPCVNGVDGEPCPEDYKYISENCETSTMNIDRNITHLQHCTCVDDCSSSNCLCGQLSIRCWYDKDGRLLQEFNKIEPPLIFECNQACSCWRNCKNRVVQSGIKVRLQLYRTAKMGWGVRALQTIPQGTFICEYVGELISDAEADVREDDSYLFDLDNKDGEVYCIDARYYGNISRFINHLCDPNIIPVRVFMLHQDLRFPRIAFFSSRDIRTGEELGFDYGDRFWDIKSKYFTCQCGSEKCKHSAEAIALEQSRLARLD
#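 Using a bead-based AlphaScreen, monomethylated H3K9 product from 2 h room-temperature reactions (G9a 20 nM, peptide 500 nM, SAM 20 uM) was detected with 0.5 ug/mL rabbit anti-H3K9me1 antibody.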
# Pol eta inh: DNA polymerase eta (human) inhibition | Q9Y253 | recombinant Pol eta, fluorescent DNA replication assay | Potency, µM (top dose mostly 114 µM), without a hit: at the top dose activity change, negative = inhibition, most hits filed as inhibitors | AID 588591 | 390,000 tested, 1.2% active; further: on the % scale 0 is the no-effect control and ±100 the full control effect
#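 Pol eta (10 nM) was preincubated with compounds for 15 min at room temperature, after which fluorescent replication substrate (50 nM final) was added to start the reaction. Fluorescence was read kinetically at 0 and 10 min.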
# POLB inh: blocks human DNA polymerase beta activity | P06746 | Pol beta primer extension/strand displacement, fluorescence kinetic | Potency, µM (series often up to 114 µM), inactives show top-dose activity change, negative = inhibition, usual class: inhibitors | 340,000 tested, 1.3% active; further: on the % scale 0 is the no-effect control and ±100 the full control effect
#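 Kinetic readout of DNA synthesis with strand displacement by Pol beta. Compound and 10 nM enzyme sit 15 min at room temperature; 50 nM substrate starts the reaction, read immediately and at 10 min.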
# BAZ2B inh: inhibitors of human BAZ2B bromodomain; Q9UIF8; AlphaScreen BAZ2B-H3K14Ac peptide displacement; Potency, µM (doses to about 114 µM), for inactives: at the highest dose activity change, negative = inhibition, actives largely listed as inhibitors; 360,000 tested, 4.4% active; AID 504333; further: on the % scale 0 is the no-effect control and ±100 the full control effect; nearly all actives have a fitted effect of over 60% in size
#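 In this displacement format the biotinylated H3(5-23) peptide acetylated at Lys14 serves as ligand at 50 nM, with BAZ2B at 50 nM in PBS pH 7.4 containing 0.01% Tween-20. Donor and acceptor beads are 10 ug/mL final.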
# Anesthetic bind: candidate novel general anesthetic via apoferritin binding; apoferritin/1-aminoanthracene competitive binding, fluorescence; P02791; Potency, µM (series often up to 77.5 µM), for inactives: top-dose activity change, negative = displacement, most hits filed as inhibitors; 350,000 tested, 0.074% active; further: on the % scale 0 is the no-effect control and ±100 the full control effect; nearly all actives have a fitted effect of over 20% in size
# Target sequence (P02791 2-175 limits assumed): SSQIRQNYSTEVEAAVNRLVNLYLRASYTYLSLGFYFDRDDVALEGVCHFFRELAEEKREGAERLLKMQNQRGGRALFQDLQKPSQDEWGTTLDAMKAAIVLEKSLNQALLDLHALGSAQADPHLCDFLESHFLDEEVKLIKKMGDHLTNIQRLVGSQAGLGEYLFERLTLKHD
#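 In PBS, apoferritin at 10 uM is loaded with 1-AMA from a 50% saturated solution. After 10 min of compound exposure at ambient temperature, reduced 535 nm fluorescence indicates probe displacement.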
# BLM inh: inhibitors of human Bloom syndrome helicase BLM; 350,000 tested, 0.2% active; recombinant BLM DNA unwinding, fluorescence dequenching; Potency, µM (doses to about 56.1 µM), without a hit: at the top dose activity change, negative = inhibition, usual class: inhibitors; AID 2528;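 further: plate controls were vehicle for no effect and no enzyme for full effect; nearly all actives have a fitted effect of over 35% in size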
# APE1 inh: APE1 (human) endonuclease inhibition | recombinant APE1, TAMRA/BHQ-2 abasic DNA cleavage fluorescence | P27695 | AID 2517 | 350,000 tested, 0.35% active | Potency, µM (highest dose often 65.8 µM), inactives show top-dose activity change, negative = inhibition, usual class: inhibitors;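 further: plate controls were vehicle for no effect and reference inhibitor for full effect; nearly all actives have a fitted effect of over 55% in size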
# Target sequence (P27695 whole entry, looked up): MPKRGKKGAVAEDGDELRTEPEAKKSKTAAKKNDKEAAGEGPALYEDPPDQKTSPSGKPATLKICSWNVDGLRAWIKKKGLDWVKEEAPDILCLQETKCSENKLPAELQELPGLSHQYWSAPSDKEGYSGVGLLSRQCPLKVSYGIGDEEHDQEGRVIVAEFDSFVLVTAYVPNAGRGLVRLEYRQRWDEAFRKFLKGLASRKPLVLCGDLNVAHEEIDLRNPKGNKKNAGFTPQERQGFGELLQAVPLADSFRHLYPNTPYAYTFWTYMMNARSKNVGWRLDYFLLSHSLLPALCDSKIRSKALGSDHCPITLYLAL
#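 Compound pre-exposure to 0.75 nM APE1, 15 min at ambient temperature. Reaction initiated with 50 nM TAMRA/BHQ-2 THF substrate, read immediately in kinetic mode, 525 nm excitation, 598 nm emission.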
# Pol iota inh: blocks human DNA polymerase iota activity; AID 588590; Potency, µM (series often up to 115 µM), for inactives: at the highest dose activity, negative = inhibition, usual class: inhibitors; 390,000 tested, 1% active; Q9UNA4; Pol iota fluorescent replication assay, 10 min
#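 Fluorescent replication assay read twice, at 0 min and 10 min after adding 50 nM (final) substrate. Enzyme (10 nM) and compounds were first incubated 15 min at room temperature; enzyme-free buffer wells were negative controls.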
# POLK inh: blocks human DNA polymerase kappa activity. Q9UBT6. purified Pol kappa, fluorescent DNA synthesis assay, 10 min. Potency, µM (series often up to 107 µM), without a hit: top-dose activity, negative = inhibition, actives largely listed as inhibitors. 400,000 tested, 0.53% active. AID 588579; further: on the % scale 0 is the no-effect control and ±100 the full control effect
#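 Kinetic fluorescence screen: compound preincubated 15 min RT with 10 nM enzyme; 50 nM substrate (final) initiates; reads at 0/10 min.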
# Numbers without * were called inactive; ? = inconclusive; . = no result given; & = joins results of further samples; [ ] = another dose, or the depositor's remark. The call rests on the fitted dose curve; in most records, active means well fitted curve in the direction sought with a large enough effect; inconclusive means small, poorly fitted or top-dose-only effect, or another doubt; inactive means no such curve, though single readings can be large; an effect the other way counts as inactive or inconclusive. Potency means the concentration at half of the fitted maximal effect. Some of the compounds tested; rates above refer to the full screens.
SMILES,G9a block,Pol eta inh,POLB inh,BAZ2B inh,Anesthetic bind,BLM inh,APE1 inh,Pol iota inh,POLK inh
CN(CC(=O)Nc1c(Cl)cccc1Cl)C(=O)CC1OC(=O)c2ccccc21 (stereo unspecified),-2%[59 µM],-5%,.,8%,.,.,1%,-11%,-13%
O=C(c1ccc2c(c1)N(Cc1cccc(Cl)c1)C(=O)c1ccccc1S2(=O)=O)N1CCN(c2ccccn2)CC1,-8%,-4%,-15%,-11%,-12%,-4%,-6%,19%,4%
CC(=O)c1ccc(S(=O)(=O)NCCC(=O)OCC(=O)N2CCCC2=O)cc1,-32%,-15%,.,10%,.,.,12%,22%,10%
Cn1cnc2c1c(=O)n(Cc1cccc(Br)c1)c(=O)n2C,-7%[12.7 µM],-14%,12%,10%,-10%,-2%,10%,15%,-3%
c1cncc(CNc2ncnc3ccc(-c4cccnc4)cc23)c1,1%[12.7 µM],-3%,.,-25%,-3%,27%,17%&3%&14%,-3%,-3%
O=C(Nc1cccc(F)c1)N1CC=C(c2ccc(Cl)cc2)CC1,11%[12.7 µM],-5%,6%,-2%,-20%,3%,14%,5%,-4%
C[C@H](CO)N1C[C@H](C)[C@@H](CN(C)S(C)(=O)=O)Oc2ccc(NC(=O)CCN3CCOCC3)cc2C1=O,.,-13%,.,.,.,.,-6%,6%,-16%
CCN1CCN(c2cc(=O)n(C3CCCCC3)c(=O)[nH]2)CC1,50µM*,-8%,-12%,11%,-10%,1%,-2%,17%,10%
O=C1[C@@H]2Cc3c([nH]c4ccccc34)C(c3ccccc3)N2C(=O)CN1CCO (stereo partly specified),2%,-2%,29%,-3%,-2%,-4%,0%,11%,15%
COc1ccc(NC(=O)CN2C(=O)NC3(CCCCCCC3)C2=O)cc1,0%[0.501 µM],-7%,.,9%,.,.,12%,118%[activator],-7%
COc1cccc(NC(=O)CN2C(=O)CSc3ccc(S(=O)(=O)N4CCOCC4)cc32)c1,11%,-19%,30%,-14%,4%,1%,23%,22%,-12%
CCc1nnc(NC(=O)CCc2ccc(C)o2)s1,-4%,-17%,0%,1%,-7%,-2%,2%,-1%,-2%
CCOCCn1ccc2c(OCC(=O)Nc3ccc(OC)cc3OC)cccc2c1=O,-14%[59 µM],-16%,.,3%,.,.,38%,14%,1%
COC(=O)c1ccccc1S(=O)(=O)N1CCC(C(=O)NCC2CCCO2)CC1 (stereo unspecified),2%[2.33 µM],-8%,.,3%,.,.,-2%,-8%,-11%
CCOC(=O)c1cc(CC)sc1N1C(=O)CC(Sc2ncccc2C(=O)O)C1=O (stereo unspecified),25µM*,-17%,-10%,-22%,-6%,1%,5%,-1%,-4%
O=C(NC(=S)Nc1ccccc1N1CCCC1)c1ccc([N+](=O)[O-])cc1,11µM*,-19%,-1%,11µM*,?,-14%,3%,-15%,-3%
Cc1ccc(C(c2nnnn2CC2CCCO2)N2CCN(c3cccc(C)c3C)CC2)cc1 (stereo unspecified),-28%[12.7 µM],-22%,64%,-28%,-5%,-4%,0%,3%,-10%
Cc1ccc(-c2nn(-c3ccccc3)cc2CC(=S)N2CCOCC2)cc1,-7%,-5%,18%,-24%,40%[activator],-7%,15%,0%,-11%
COc1ccccc1NC(=O)c1nc(S(=O)(=O)Cc2ccccc2)ncc1Cl,18µM*,3%,17%,-28%,-13%,0%,39%,38%[activator],3%
Cn1c2ccc(F)cc2c2nnc(SCCN3CCCCC3)nc21,?,-4%&-12%,?,-3%&-38%,5%&-9%,94%&23%[activator],11%,?,-18%&-17%
COC(=O)C1CCN(C(=O)c2ccccc2NC(C)=O)CC1,-50%[59 µM],-7%,0%,1%,1%,-2%,0%,14%,-1%
OCCC1CN(Cc2ccccc2O)CCN1CCc1ccccc1 (stereo unspecified),.,-21%,10%,-15%,-9%,3%,3%,106%[activator],-2%
Cc1cc(C(=O)Nc2ccc(Br)cc2F)n(-c2ccccc2)n1,1%,0%,-17%,-4%,-11%,-5%,34%,21%,-17%
Cc1cccc(-n2c(N)cc(=O)[nH]c2=S)c1,50µM*,0%,5%,5%,-7%,-3%,3%,15%,-10%
CCOC(=O)c1ccc(CN(Cc2ccccc2C)S(=O)(=O)c2ccc(F)c(C(=O)Nc3cccc(OC)c3)c2)cc1,-3%[59 µM],-12%,1%,6%,-11%,-5%,.,22%,-6%[60.1 µM]
CN(C)CCC(O)(c1ccccc1)c1ccccc1,-49%,8%,-2%,-3%,-11%,-2%,6%,4%,-1%
CCOc1ccc(CCNC(=O)CSc2n[nH]c(-c3ccccc3)n2)cc1OCC,-26%[59 µM],-10%,1%,0%,-10%,-2%,.,7%,-12%[60.1 µM]
Cc1cc(OC(=O)c2ccco2)c(Sc2ccccc2[N+](=O)[O-])c(=O)o1,32µM*,-4%,0%,?,-11%,-7%,-4%,?,-23%
Cc1cc(OC(=O)c2ccc(C)c(C)c2)c([N+](=O)[O-])c(=O)[nH]1,-15%,-13%,37%,-20%,-5%,2%,8%,7%,9%
COc1ccc(NC(=O)NC23CC4(C)CC(C)(CC(C)(C4)C2)C3)cc1,18%[59 µM],-5%,1%,7%,-4%,2%,-1%,10%,-12%
Clc1ccc(-c2ccc(CN3CCCCC3)o2)cc1,-15%,-18%,-12%,?,-1%,-1%,54%[activator],20%,-3%
COc1ccccc1NC(=O)N1CCN(c2ccc(F)cc2)CC1,-8%[59 µM],3%,0%,-1%,3%,2%,-2%,?,-4%
Cc1ccc(C(=O)N/C(=C/c2ccco2)C(=O)O)cc1,17%[59 µM],-10%,2%,9%,-1%,3%,0%,6%,-18%
NS(=O)(=O)c1cccc(NS(=O)(=O)c2ccc(/C=C/C(=O)OCC(=O)c3ccccc3)cc2)c1,-47%,-20%,0%,?,-21%,-9%,?,-27%,4%
O=S(=O)(Nc1cccc(C(F)(F)F)c1)c1cccnc1,-10%[12.7 µM],-7%,-8%,2%,-2%,-1%,2%,0%,-5%
Cc1cc(C)c(C(=O)c2ccc(C(=O)N3CCCCC3)cc2)c(C)c1,.,-24%,14%,-13%,?,-2%,3%,39%[activator],-5%

# Whole records, quoted from the list. Screens in order: G9a block | Pol eta inh | POLB inh | BAZ2B inh | Anesthetic bind | BLM inh | APE1 inh | Pol iota inh | POLK inh
# CCOc1ccc(CCNC(=O)CSc2n[nH]c(-c3ccccc3)n2)cc1OCC in the list: -26%[59 µM] | -10% | 1% | 0% | -10% | -2% | . | 7% | -12%[60.1 µM]
# Cc1cc(OC(=O)c2ccco2)c(Sc2ccccc2[N+](=O)[O-])c(=O)o1 in the list: 32µM* | -4% | 0% | ? | -11% | -7% | -4% | ? | -23%
# Cc1cc(OC(=O)c2ccc(C)c(C)c2)c([N+](=O)[O-])c(=O)[nH]1 in the list: -15% | -13% | 37% | -20% | -5% | 2% | 8% | 7% | 9%
# O=S(=O)(Nc1cccc(C(F)(F)F)c1)c1cccnc1 in the list: -10%[12.7 µM] | -7% | -8% | 2% | -2% | -1% | 2% | 0% | -5%
# COc1ccccc1NC(=O)N1CCN(c2ccc(F)cc2)CC1 in the list: -8%[59 µM] | 3% | 0% | -1% | 3% | 2% | -2% | ? | -4%

# Next part.
SMILES,G9a block,Pol eta inh,POLB inh,BAZ2B inh,Anesthetic bind,BLM inh,APE1 inh,Pol iota inh,POLK inh
O=C(OCc1ccccc1F)c1ccc2c(c1)OCCO2,34%[59 µM],-11%,?,207%[activator],-6%,-7%,0%,-5%,5%
CCC(CC)c1nnc(NC(=O)[C@@H](NC(=O)c2cccc(C)c2)C(C)C)s1,17%[59 µM],-16%,2%,-10%,11%,6%,2%,55%[activator],-5%
O=C(Cn1cnc2c(cnn2-c2ccccc2Cl)c1=O)N1CCc2ccccc21,?,-16%,7%,0%,-8%,-3%,-2%,2%,-14%
COc1cc(OC)cc(C(=O)Nc2ccccc2-c2nc3ccccc3s2)c1,9%[59 µM],-13%,0%,5%,5%,-2%,.,1%,-12%
COc1cc(OC)cc(C(=O)Nc2ccc3nc(Nc4cccc(C(F)(F)F)c4)cc(C)c3c2)c1,-2%[59 µM],?,-13%,-5%,153%[activator],-13%,.,14%,-9%
C/C(=N\Nc1nc(-c2ccccn2)nc2ccccc12)c1ccc(F)cc1,36%[12.7 µM],-16%,-17%,-28%,-4%,-2%,1%,23%,-17%
O=S(=O)(NCc1ccc(Cl)cc1)NCc1ccc(Cl)cc1,1%,-8%,51%,-6%,3%,-6%,35%,0%,1%
O=C(COc1ccccc1)NCc1ccc(-n2cccc2)cc1,-4%,8%,63%,-8%,4%,-6%,18%,-5%,-2%
Cc1cc(Br)ccc1NS(=O)(=O)c1c(C)[nH]c(=O)[nH]c1=O,45µM*,-12%,-12%,-1%,-4%,1%,7%,139%[activator],-1%
CCOC(=O)C1(CCOC)CCN(C(=O)c2ccccc2-c2cccc(C)c2)CC1,-32%,-7%,0%,-35%,-15%,-5%,-7%,12%,3%
O=C(Cc1ccc(S(=O)(=O)N2CCOCC2)s1)Nc1ccc(S(=O)(=O)N2CCCCC2)cc1,45µM*,-11%,.,5%,.,.,35%,-8%,-13%
O=S(=O)(Cc1cc(Cl)nc(-c2ccncc2)n1)c1ccccc1,-5%[12.7 µM],?,?,-16%,-10%,-12%,2%,?,-12%
C/C(CC(=O)Nc1ccc(N(C)C)cc1)=N\NC(=O)c1ccccc1F,-9%,-1%,23%,-37%,-17%,-2%,23%,25%,-3%
O=C(CNC(=O)c1cccs1)c1ccc([N+](=O)[O-])cc1,?,-15%,-6%,-7%,0%,-3%,-2%,12%,-9%
COc1ccc(-c2ccc(=O)n(CC(=O)Nc3ccc(C(=O)NC4CC4)cc3)n2)cc1OC,13%,1%,1%,-5%[57.1 µM],-13%,-2%,-2%,5%,-3%
O=C(c1ccccc1)N1CCN(c2ccccc2F)CC1,-29%[12.7 µM],-16%,-8%,3%,1%,1%,0%,9%,-1%
